Screening results from PubChem.
PKA inh: blocks human protein kinase A activity | P17612 | PKA Kemptide phosphorylation, Kinase-Glo ATP luminescence | inhibition, % at 6 µM | actives 0.1% (n = 65,000) | AID 524;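 active = inhibition above the screen-wide mean inhibition plus 3 SD, cut at about 21% in these data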; also: many of its hits are not listed in these tables
Her2 expr inh: inhibitors of human Her2 kinase expression. P04626. SKBR-3 HER2 protein level, AlphaScreen, 18-24 h; stronger effect = lower value. HER2 level % of control, % at 10 µM. actives 0.69% (n = 65,000). AID 645;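 active = HER2 level under 5% of the carrier-only control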;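 also: 100% = DMSO carrier and 0% = 500 nM PU-H71 HSP90 inhibitor; lower value means stronger loss of Her2 protein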
ROCK2 blocker: blocks human Rho kinase 2 activity | purified ROCK2, Kinase-Glo ATP depletion luminescence | inhibition, % at 6 µM | O75116 | actives 0.35% (n = 60,000);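 active = inhibition above the screen-wide mean inhibition plus 3 SD, cut at about 18% in these data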;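 also: plate controls were DMSO wells for no effect and Y-27632 control wells after no-enzyme background subtraction for full effect; many of its hits are not listed in these tables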
Fluor 339 460: intrinsic fluorescence of library compounds, ex339/em460 – biochemical, MLSMR library, data from DPM-DC assay, artefact control, profiling panel; compound autofluorescence, ex339/em460 nm, NADH buffer; stronger effect = higher value; 1 = no-compound wells, NADH background; AID 709; actives 5.5% (n = 65,000); fluorescence fold increase at 10 µM;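 active = at 10 µM, mean starting fluorescence two-fold or more over control wells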;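 also: signal is the first read of a kinetic run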
JNK3 blocker: inhibitors of human JNK3 kinase | P53779 | purified JNK3 kinase activity, HTS | inhibition, % at 8 µM | actives 0.61% (n = 60,000) | AID 746; in the data active = inhibition above about 17%;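 also: 0% = DMSO and 100% = reference inhibitor; many of its hits are not listed in these tables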
Target sequence (P53779 whole entry, looked up): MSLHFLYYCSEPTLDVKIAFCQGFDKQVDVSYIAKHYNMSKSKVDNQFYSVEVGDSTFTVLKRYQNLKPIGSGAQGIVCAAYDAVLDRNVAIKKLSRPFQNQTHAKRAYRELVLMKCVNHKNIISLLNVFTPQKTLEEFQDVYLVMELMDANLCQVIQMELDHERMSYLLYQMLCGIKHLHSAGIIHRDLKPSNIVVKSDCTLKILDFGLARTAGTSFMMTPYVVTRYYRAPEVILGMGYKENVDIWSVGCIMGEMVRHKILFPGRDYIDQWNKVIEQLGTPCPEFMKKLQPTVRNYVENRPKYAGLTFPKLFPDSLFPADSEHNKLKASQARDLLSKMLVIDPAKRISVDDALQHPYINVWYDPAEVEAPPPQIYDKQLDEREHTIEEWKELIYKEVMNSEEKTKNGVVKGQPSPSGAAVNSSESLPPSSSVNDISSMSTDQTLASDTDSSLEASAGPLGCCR
Hsp90 inh: displaces geldanamycin probe from tumor Hsp90; P07900; NCI-N417 lysate Hsp90, Cy3B-geldanamycin FP displacement; inhibition, % at 30 µM; actives 0.35% (n = 64,000); AID 429;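 active = inhibition above 50%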;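 also: 0% = tracer plus lysate wells and 100% = tracer alone without lysate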
Cdc25B inh: inhibitors of human Cdc25B phosphatase; P30305; recombinant Cdc25B, OMFP fluorescence Ex485/Em525; inhibition, %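 (compounds tested at 10 µM final in the well)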; actives 0.1% (n = 65,000); in the data active = inhibition above about 50%
MKP-1 inh: blocks human MKP-1 phosphatase activity; recombinant MKP-1, OMFP hydrolysis fluorescence; AID 374; inhibition, %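 (compounds tested at a single concentration somewhere between 10 and 100 µM)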; actives 0.15% (n = 65,000); P28562;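 active = inhibition above about 50%, limit read from the data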;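 also: 0% = DMSO max control wells and 100% = wells with enzyme stopped by NaOH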
Target sequence (P28562 whole entry, looked up): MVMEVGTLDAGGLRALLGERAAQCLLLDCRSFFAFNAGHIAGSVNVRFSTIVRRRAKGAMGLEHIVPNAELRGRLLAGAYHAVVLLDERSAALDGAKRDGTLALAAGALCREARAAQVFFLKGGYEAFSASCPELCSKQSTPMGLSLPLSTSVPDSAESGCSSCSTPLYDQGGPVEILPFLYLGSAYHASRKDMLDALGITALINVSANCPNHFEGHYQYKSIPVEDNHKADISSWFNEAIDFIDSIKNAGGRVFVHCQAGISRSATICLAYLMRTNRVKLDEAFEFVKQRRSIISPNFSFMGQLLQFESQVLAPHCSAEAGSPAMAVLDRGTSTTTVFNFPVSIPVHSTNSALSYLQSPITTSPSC
A340 absorber: compound absorbs light at 340 nm; compound absorbance at 340 nm, fold over control; fold change at 10 µM; 65,000 tested, under 10 active; AID 708;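 active = at 10 µM dose, initial 340 nm absorbance at least 2 fold that of control wells; inactive = change under 2 fold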;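 also: initial absorbance extrapolated from kinetic A340 decline of NADH oxidation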
An asterisk follows results filed as active; . = no result given. This is a subset; count on the stated rates, not on these rows.

SMILES	PKA inh	Her2 expr inh	ROCK2 blocker	Fluor 339 460	JNK3 blocker	Hsp90 inh	Cdc25B inh	MKP-1 inh	A340 absorber
Cc1cc(CCC(=O)O)c(C)cc1CCC(=O)O	4	117	3	1	-1	-1	1	-12	1
Cc1ccnc(NS(=O)(=O)c2ccc(NS(=O)(=O)c3cccs3)cc2)n1	10	94	5	1.1	2	-3	-2	-1	0.99
O=C(CSc1nc2ccccc2[nH]1)c1ccco1	5	85	1	1.1	6	26	-3	9	1.1
COC(=O)Cc1c(C)c2cc(Cl)c(OC(=O)c3ccco3)cc2oc1=O	8	78	8	2.1*	0	0	-3	-17	1.1
CC(=O)c1ccc(NC(=O)CCC(=O)OCC(F)(F)C(F)F)cc1	-3	104	0	1.1	-1	0	3	8	1
O=C(COc1ccc(S(=O)(=O)N2CCCC2)cc1Cl)Nc1ccc2c(c1)OCO2	6	98	1	1.1	9	-2	-7	15	1
C=CCNC(=O)c1cccc(Br)c1	11	88	3	1.1	-4	-1	-5	-1	1
CC(C)(Oc1ccc(Cl)cc1)C(=O)NCCCn1ccnc1	4	117	1	1.1	-5	2	2	-28	1
Cc1cc(NO)nc(-c2ccc(Br)cc2)n1	1	97	2	1.1	-4	18	-5	0	1
Cc1cc(S(=O)(=O)NCCN(C)C)c(C)s1	8	82	4	1.4	6	-3	1	-8	0.98
OCCn1c(CSc2nnc(-c3ccco3)n2-c2ccccc2)nc2ccc(Cl)cc21	1	95	5	0.99	-1	-3	10	31	0.99
CCOc1nc(-c2ccc(OC)cc2)ccc1-c1noc(-c2cc(OC)c(OC)c(OC)c2)n1	0	75	0	3.9*	1	-6	6	-16	1.1
COc1cc(Cl)c(S(=O)(=O)N2CCN(Cc3ccc4c(c3)OCO4)CC2)cc1Cl	4	84	2	1.1	4	-3	-7	-6	1
COC(=O)c1cc(OC)c(OC)cc1NC(=O)c1ccccc1	-4	.	0	2.2*	2	1	9	10	1.1
Cc1cc(C)c(C)c(S(=O)(=O)Nc2ccc(O)cc2)c1C	7	68	0	1.1	-2	4	-10	-9	1
CCOC(=O)c1c(OCC)[nH]c2c1cc(O)c1ccccc12	-9	83	-2	1.4	-2	32	13	18	1.1
Cn1c(=O)c2c(nc(CN3CCN(c4cccc(Cl)c4)CC3)n2CCc2ccccc2)n(C)c1=O	1	10	4	1.1	-3	1	-11	28	1
C/C=C/Cn1c(SCc2ccc(C)cc2)nc2c1c(=O)[nH]c(=O)n2C	-1	110	-2	0.96	-5	0	-3	7	1.1
COc1cccc(NC(=O)CSc2nnc(C)s2)c1	10	64	8	1.1	3	-2	-2	-10	1
Nc1nnc(SCc2ccc(F)cc2)s1	1	115	3	1.1	-8	-1	-4	20	1.1
CCCSc1nnc2n(C)c(=O)c3c4c(sc3n12)CCC4	-2	124	-16	1	1	-5	14	-9	1
CN(C)c1nc(N)nc(CSc2nnnn2-c2cccc3ccccc23)n1	-1	89	3	1	-1	-1	-14	5	0.99
CC1Cc2ccccc2N1C(=O)COC(=O)Cn1cnc2ccccc2c1=O (stereo not drawn)	-4	100	0	1.1	10	-3	-5	26	0.99
CC(C)(C)N1C(=O)c2ccc(C(=O)NCc3ccco3)cc2C1=O	4	98	1	1.1	1	-1	1	2	1
CN1CCC(N(C)C(=O)COc2ccccc2-c2ccccc2)CC1	1	86	8	1.1	-1	-1	0	-8	1
CCOc1ccccc1NC(=O)c1ccccc1-c1nc(-c2ccccc2OC)no1	2	76	-1	1.1	-4	-4	-5	-30	1
CCc1nnc(NC(=O)CCN2C(=O)c3ccccc3S2(=O)=O)s1	-5	92	1	1.1	-5	-1	-5	-2	1
Cc1cc(NC(=O)Cc2cn3ccsc3n2)n(-c2ccccc2)n1	2	96	2	1	7	0	-6	-1	1
COc1ccc(C(O)CNc2ccc(C)cc2)cc1 (stereo not drawn)	-6	100	1	1	-2	-4	-4	-32	0.96
NCCc1nnc(SCc2ccc(F)cc2)o1	13	103	5	1	-3	0	-2	2	1
CCOC(=O)N1CCC(N(C(=O)Nc2ccccc2)C(C)CC)CC1 (stereo not drawn)	9	132	3	1.1	0	-1	-10	10	1
O=C(O)c1cc(S(=O)(=O)Nc2ccc3oc(=O)sc3c2)ccc1O	6	95	7	1	3	43	16	10	1
Cc1cc(C)c2c(n1)nn1c(-n3ccnc3)cc(C)nc21	0	83	-2	3.3*	1	-6	-4	18	1
O=S(=O)(Nc1cnc2ccccc2c1)N1CCCCCC1	0	71	3	1.1	-6	-6	-8	15	1
CCCc1[nH][nH]c(=O)c1C(c1cccc(Cl)c1)C(C#N)C#N (stereo not drawn)	8	81	.	1	.	-1	-12	15	1.1
COC(=O)Cn1c(CN2CCN(c3ccccc3F)CC2)nc2c1c(=O)n(C)c(=O)n2C	2	115	5	1	4	0	-2	-3	0.97
CCOC(=O)c1nnn(-c2nonc2OC)c1-c1ccccc1	8	60	3	1.1	0	-1	5	1	0.97
CCOC(=O)c1[nH]c2cc(OC)c(OC)cc2c1NC(=O)CN1CCN(C)CC1	3	108	-5	3.6*	-4	-14	2	-15	1.1
CCCCCCNc1c(C(=O)OCC)c(=O)[nH]c2ccccc12	-8	97	-9	1.1	-1	-3	7	6	1.1
O=C(O)c1cc(N2C(=O)C3C4C=CC(C4)C3C2=O)ccc1NCc1cccnc1 (stereo not drawn)	3	103	.	1.7	.	1	-4	5	1.1
CCOC(=O)C1CCN(C(=O)N2CCOCC2)CC1	0	80	-9	1.1	-5	-2	-10	23	1
CCn1cc(C(=O)NCc2ccco2)c2cc(OC)c(OC)cc2c1=O	-2	190	.	1.2	.	.	-4	11	1.1
COc1cc(CNc2ncn[nH]2)cc(Br)c1OC	9	63	7	1.1	-2	-6	6	3	1
N#C/C(=C\c1ccc(O)c(O)c1)S(=O)(=O)c1ccccc1	9	171	9	1	4	42	9	12	1
O=C1CN(C(=O)c2ccc(Br)o2)C(c2ccccc2)c2cc(Cl)ccc2N1 (stereo not drawn)	6	87	4	1.1	-3	-3	-6	8	1
O=C(NCc1nnc(SCC(=O)N2CCN(c3ccccc3)CC2)o1)c1ccco1	4	115	.	1.2	.	-5	-12	-11	1
Cc1ccc(S(=O)(=O)N2CCN(c3nc4ccccc4nc3-n3nc(C)cc3C)CC2)cc1	4	49	5	1.5	-3	-4	-14	0	1.1
Cc1ccc(SCC(=O)NCc2ccco2)cc1	9	99	7	1.1	3	-17	-13	-3	1
CC(C)CNS(=O)(=O)c1ccccc1C(=O)N1CCCCC1	0	101	-3	1.1	-3	-3	-11	6	1
CN(Cc1ccccc1)c1nc2c(c(=O)[nH]c(=O)n2C)n1CCCc1ccccc1	9	93	3	1.1	2	-9	-1	18	1
COC(=O)c1cc(NC(=O)Cn2c(=O)cnc3ccccc32)cc(C(=O)OC)c1	12	80	4	1.5	1	-2	-4	34	1.1
COCC(=O)Nc1cc(OC)ccc1OC	4	106	-3	1	15	0	-9	-9	0.99
O=C(Nc1ccc(Cc2ccc(NC(=O)N3CCOCC3)cc2)cc1)N1CCOCC1	5	97	5	1.1	4	-3	-4	1	0.99
CCCNC(=O)CN(C)C(=O)c1n[nH]c2ccccc12	11	103	.	1.1	.	0	0	37	1.1
CN(C)CCNC(=O)c1ccc(COCC(F)(F)F)cc1	6	90	6	1	4	-1	-13	-1	0.99
COc1cc(NS(=O)(=O)c2ccc(OC)c(OC)c2)cc(OC)c1	-1	135	-1	1.1	-4	-7	7	2	1
CCOC(=O)N1CCN(c2c(NCc3cccs3)c(=O)c2=O)CC1	0	53	6	1.1	-3	-6	3	-8	1.1
CS(=O)(=O)Nc1ccccc1C(=O)Nc1ccc2c(c1)OCCO2	3	103	2	1.1	6	5	-7	2	1.1
O=C(Nc1ccccn1)[C@@H]1CCC(=O)N1C(=O)OCc1ccccc1	7	77	2	1.1	1	-4	1	-10	1
O=C(CSc1ccccc1C(=O)O)Nc1cccc(C(=O)O)c1	4	63	10	0.92	0	-4	1	-10	1

An excerpt from above in order of their number in JNK3 blocker, low to high.
SMILES | PKA inh | Her2 expr inh | ROCK2 blocker | Fluor 339 460 | JNK3 blocker | Cdc25B inh | MKP-1 inh | A340 absorber
C/C=C/Cn1c(SCc2ccc(C)cc2)nc2c1c(=O)[nH]c(=O)n2C | -1 | 110 | -2 | 0.96 | -5 | -3 | 7 | 1.1
CN(C)CCNC(=O)c1ccc(COCC(F)(F)F)cc1 | 6 | 90 | 6 | 1 | 4 | -13 | -1 | 0.99
CS(=O)(=O)Nc1ccccc1C(=O)Nc1ccc2c(c1)OCCO2 | 3 | 103 | 2 | 1.1 | 6 | -7 | 2 | 1.1

Six structures out of the list, ordered by length of the SMILES, smallest number first.
SMILES	PKA inh	Her2 expr inh	ROCK2 blocker	Fluor 339 460	JNK3 blocker	Hsp90 inh	Cdc25B inh	MKP-1 inh	A340 absorber
CN(C)CCNC(=O)c1ccc(COCC(F)(F)F)cc1	6	90	6	1	4	-1	-13	-1	0.99
CC(C)CNS(=O)(=O)c1ccccc1C(=O)N1CCCCC1	0	101	-3	1.1	-3	-3	-11	6	1
O=C(CSc1ccccc1C(=O)O)Nc1cccc(C(=O)O)c1	4	63	10	0.92	0	-4	1	-10	1
CCOC(=O)N1CCN(c2c(NCc3cccs3)c(=O)c2=O)CC1	0	53	6	1.1	-3	-6	3	-8	1.1
COc1cc(NS(=O)(=O)c2ccc(OC)c(OC)c2)cc(OC)c1	-1	135	-1	1.1	-4	-7	7	2	1
O=C(Nc1ccccn1)[C@@H]1CCC(=O)N1C(=O)OCc1ccccc1	7	77	2	1.1	1	-4	1	-10	1

Other structures
SMILES	PKA inh	Her2 expr inh	ROCK2 blocker	Fluor 339 460	JNK3 blocker	Hsp90 inh	Cdc25B inh	MKP-1 inh	A340 absorber
CC1CCC(C(=O)NC(C(=O)NCCCN2CCOCC2)C(C)C)CC1 (stereo not drawn)	4	91	3	1	-2	-3	-7	2	0.96
O=C(NCc1ccccc1)c1c(F)c(F)c(F)c(F)c1F	4	143	-2	1.1	-1	0	12	-4	0.99
Cc1nnc2n(-c3ccccc3)c(=O)c3c4c(sc3n12)COC(C)(C)C4	-8	87	-3	1.1	-1	3	1	-17	1
O=C(NCc1ccco1)C1CCCN(S(=O)(=O)c2ccc(-n3cnnn3)cc2)C1 (stereo not drawn)	10	78	2	1	-8	-4	20	3	0.99
COc1ccc(OC)c(C2CC(=O)N3CN(c4cccc(Cl)c4)CSC3=C2C#N)c1 (stereo not drawn)	7	108	8	0.95	0	-1	-11	-8	1.1
Cc1cccc(N2CCN(C(=O)c3ccncc3)CC2)c1C	4	64	-2	1.1	-7	-1	0	8	1
CCCN1C(=O)c2cc(C(=O)NC3CCCC3)ccc2C1O (stereo not drawn)	-8	101	-2	1.1	4	-1	-6	14	1.1
Cc1cc(=O)[nH]c(Nc2cccc(C(F)(F)F)c2)n1	9	107	6	1.1	6	2	3	-11	1.1
